MOR-DOR inv ag = inverse agonist of human OPRM1-OPRD1 heterodimerization; P35372+P41143; cell-based MOR-DOR heterodimer luminescence, inverse agonism; inhibition, % at 9.3 µM; actives 0.21% (n = 340,000); AID 504357; in the data active means inhibition above about 22%, passing the limit was not always enough;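 further: 0% = cells with DMSO and 100% = wells without cells with DMSO; values of inactives mirror those of a sister screen read the other way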
Target sequence (P35372 whole entry, looked up): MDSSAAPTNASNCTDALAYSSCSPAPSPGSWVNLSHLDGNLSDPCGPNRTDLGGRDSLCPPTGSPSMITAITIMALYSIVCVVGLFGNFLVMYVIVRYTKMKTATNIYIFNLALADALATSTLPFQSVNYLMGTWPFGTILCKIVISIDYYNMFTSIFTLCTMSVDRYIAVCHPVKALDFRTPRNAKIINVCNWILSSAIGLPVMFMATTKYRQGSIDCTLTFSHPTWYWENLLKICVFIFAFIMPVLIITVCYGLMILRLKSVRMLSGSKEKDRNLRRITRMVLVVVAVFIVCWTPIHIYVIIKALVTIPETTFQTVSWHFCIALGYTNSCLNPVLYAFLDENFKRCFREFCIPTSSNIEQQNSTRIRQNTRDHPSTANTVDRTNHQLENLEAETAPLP
Target sequence (P41143 whole entry, looked up): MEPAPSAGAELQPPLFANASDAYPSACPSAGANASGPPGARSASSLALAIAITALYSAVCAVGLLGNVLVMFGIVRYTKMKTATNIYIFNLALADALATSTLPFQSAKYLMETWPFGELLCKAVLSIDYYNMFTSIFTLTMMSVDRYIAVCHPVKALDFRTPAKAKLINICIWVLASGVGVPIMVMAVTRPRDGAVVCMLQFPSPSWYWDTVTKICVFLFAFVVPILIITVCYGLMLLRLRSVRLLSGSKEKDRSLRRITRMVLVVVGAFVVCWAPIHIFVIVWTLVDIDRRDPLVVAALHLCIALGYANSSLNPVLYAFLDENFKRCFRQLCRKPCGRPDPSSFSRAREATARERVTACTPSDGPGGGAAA
PKA-R1A act = activators of PKA-R1A complex; P00514+P68181; PKA-R1A dissociation, Cy5-IP20 fluorescence polarization; scaled: DMSO 0%, 113 µM cGMP 100%; activation, % at 11.4 µM; actives 0.083% (n = 340,000); AID 504707;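 active means percent activation above the mean of all tested compounds plus 3 SD, cut at about 19% in these data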;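 further: higher means more PKAc released from R1A so a rise in polarization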
Pemphigus Ab inh = blocks pemphigus antibody binding to human desmoglein-3; P32926; DSG3-coupled beads, scFv-anti-DSG3-GFP binding, flow cytometry; active compounds read low; binding (percent of control), % at 10 µM; actives 0.48% (n = 310,000); AID 588358;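 active means binding more than 3 SD below its plate's average and above zero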;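 further: hits lower antibody fragment binding to DSG3; some compounds called inactive have numbers as strong as hits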
Arrestin-AP2 inh = inhibitors of human beta-arrestin and AP2 interaction; FITC-arrestin peptide / GST-AP2 beads, flow cytometry; AP2 beta2 appendage carries R879A mutation; inhibition, % at 10 µM; actives 0.31% (n = 340,000); AID 504490;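 active means inhibition above a set limit, near 3 SD of compounds lacking own fluorescence, cut at about 54% in these data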;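 further: plate controls were DMSO wells for no effect and 5 µM unlabelled arrestin peptide for full effect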
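Material – GST-tagged AP2 beta2-adaptin appendage (R879A) on 4 µm glutathione beads · Probe or stimulus – fluorescein-tagged arrestin peptide at 50 nM final · Timing – 12 min plus 1 h, RT · Detection – bead flow cytometry, FITC channel · Read-out basis – inhibition as reduced fluorescein signal on beads, percent · Medium – PBS plus Tween 20 (0.05%) and BSA (0.1%)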
PfHsp90 set2 = reduces growth (ATP signal) of yeast expressing P. falciparum Hsp90; S. cerevisiae expressing PfHsp90, BacTiter-Glo ATP, 48 h; yeast lacking PDR1 and PDR3 efflux regulators; inhibition, % at 9.4 µM; actives 0.32% (n = 310,000); AID 504621;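 active means every replicate shows inhibition above about 80%, whatever the replicate mean, limit read from the data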;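 further: 0% = DMSO neutral controls and 100% = 20 µM radicicol positive controls; yeast relying on Plasmodium falciparum Hsp90 in place of its own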
Ecoli viability = reduces bacterial viability in AddAB counter-screen; E. coli V3065 growth, OD600 absorbance, 18 h; inhibition, % at 11.9 µM; actives 0.27% (n = 330,000); AID 449728;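 active means inhibition above the campaign's mean inhibition across all tested compounds plus 3 SD, cut at about 9.9% in these data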;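 further: uninfected addAB+ strain grown without phage in ampicillin broth; 0% = DMSO wells and 100% = ciprofloxacin 0.95 µg/ml wells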
AddAB inh = less growth of phage-infected E. coli with AddAB; E. coli expressing H. pylori AddAB, absorbance growth; inhibition, % at 11.9 µM; actives 0.29% (n = 330,000); in the data active means inhibition above about 12%;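 further: 0% = vehicle wells of infected cells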
phage Ecoli inh = E. coli growth loss with phage present. growth absorbance. inhibition, % at 11.9 µM. actives 0.26% (n = 360,000). AID 651602; in the data active means inhibition above about 11%
Tat export inh = inhibitors of E. coli Tat protein transport | E. coli MC4100 TorA-mCherry Tat export, fluorescence | inhibition, % at 10 µM | actives 0.036% (n = 340,000) | AID 488895;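 active means mean replicate inhibition at least 50% and at least half of replicates individually reaching 50%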;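 further: exported cargo escapes ClpAP degradation while cytoplasmic cargo is degraded and loses fluorescence; 0% = median of neutral control wells and 100% = median of NaSCN control wells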
OPRM1-OPRD1 ag = agonists of human mu-delta opioid receptor heterodimerization; P35372+P41143; cells, OPRM1-OPRD1 heterodimerization, luminescence; activation, % at 9.3 µM; actives 0.3% (n = 340,000); AID 504326; in the data active means activation above about 18%;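 further: 0% = vehicle-treated cells and 100% = reference agonist; values of inactives mirror those of a sister screen read the other way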
SUMO Mot1 rescue = blocks SUMOylation pathway, rescuing yeast Mot1-301 growth; S. cerevisiae Mot1-301 growth rescue, ATP luminescence, 38.5C; percent above DMSO median, 100 means doubled; growth rescue, % at 18.8 µM; actives 1% (n = 320,000);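 active means every valid replicate shows activation above 250% relative to neutral control wells; inactive means the rest, any valid replicate at or below 250%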;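 further: OY570 slx delta 5 strain wells were the positive control but not used for scaling; some compounds called inactive have numbers as strong as hits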
The depositor's hits bear a star; / = no result given. Compounds were not picked by outcome. Share with any hit: about 2.8%.

Structure	MOR-DOR inv ag	PKA-R1A act	Pemphigus Ab inh	Arrestin-AP2 inh	PfHsp90 set2	Ecoli viability	AddAB inh	phage Ecoli inh	Tat export inh	OPRM1-OPRD1 ag	SUMO Mot1 rescue
O=C(NCc1ccc(-c2csnn2)cc1)C1CC1	/	/	90	6	-6	2.0	3.4	0.5	-9	/	-11
CN(Cc1ccccc1)C(=O)COC(=O)CCC(=O)c1ccc(Cl)cc1	11	-12	90	33	/	0.2	-2.0	1.2	3	-2.3	-4
CCOc1ccc(NC(=O)CSc2ccc(-c3cccnc3)nn2)cc1	10	3	106	-3	-7	3.8	6.8	5.9	-8	-1.9	9
Cc1cccc(N=c2c([N+](=O)[O-])nn(-c3ccc(Cl)cc3)n2O)c1	-7	-6	106	-13	-4	1.5	0.6	3.8	7	1.3	23
CCOC(=O)CCNCc1ccc(OC)c(OC)c1	17	-13	95	43	23	2.3	2.0	-0.2	4	-3.3	-1
COc1ccc(S(=O)(=O)N2CCN(C(=O)N3CCOCC3)C2C)cc1 (stereo unspecified)	-9	0	106	19	6	-0.8	2.5	-2.8	-9	1.1	3
COc1ccc(NC(=O)COC(=O)CNS(=O)(=O)c2ccc(F)c(F)c2F)cc1OC	7	10	101	-5	-9	0.7	1.3	0.0	-5	-1.3	-9
CCOc1ccc(S(=O)(=O)N2CCCC(C(=O)NCc3ccncc3)C2)cc1Cl (stereo unspecified)	-29	-9	/	8	-9	1.4	1.4	1.4	-4	3.8	2
Cc1ccc(C(=O)NC2CCS(=O)(=O)C2)cc1S(=O)(=O)N1CCOCC1 (stereo unspecified)	-6	1	96	-2	-11	1.9	-0.5	0.5	-2	1.1	11
Cn1cc([N+](=O)[O-])c(C(=O)Nc2ccn(Cc3c(F)c(F)cc(F)c3F)n2)n1	-5	5	97	2	/	-1.3	2.0	2.3	-6	0.9	-6
O=C(Cc1ccccc1)NC(Nc1cccc2ccccc12)C(Cl)(Cl)Cl (stereo unspecified)	-34	2	115	18	-3	0.8	1.1	2.5	3	8.2	0
Cc1cccn2c(=O)c3cc(C(=O)NCCCN4CCCC4=O)n(C)c3nc12	6	-14	82	7	6	-1.2	1.5	-1.7	-6	-1.0	-1
COc1ccc(NC(=O)c2cc3ccccc3cc2OC)cc1	3	5	96	47	-3	4.3	7.2	3.6	-4	-0.7	-32
Fc1ccc(CNc2nc(-c3cccnc3)nc3ccccc23)cc1	-1	-12	164	-1	-4	1.8	3.4	1.3	2	0.1	-2
CN1CCN(C(=O)CCc2nc3ccccc3n2-c2ccccc2)CC1	9	-4	101	-4	-12	-1.4	0.9	4.2	5	-1.8	-8
CCOC(=O)Cc1nnc(NC(=O)CSc2nnc3c4ccccc4n(C)c3n2)s1	-12	-11	101	1	1	0.9	1.6	2.0	2	2.0	9
Oc1ccc(C[C@H]2CNC(=S)N2CC2CCCN2C[C@H](Cc2ccccc2)N2C[C@H](Cc3ccc(O)cc3)N(CC3CCCCCC3)C2=S)cc1 (stereo partly specified)	-1	-8	95	4	7	/	/	3.9	-2	0.2	/
CC1=NS(=O)(=O)NC(C)(C)C1	18	-12	103	-5	-8	/	/	2.7	9	-4.1	/
COc1ccc(OC)c(C2C3CN(C(C)C)CC=C3C(C#N)=C(N)C2(C#N)C#N)c1 (stereo unspecified)	14	-22	103	2	9	0.3	1.8	1.8	-2	-2.4	259
O=C(CC1NCCN(Cc2ccccc2)C1=O)Nc1ccc(Cl)cc1 (stereo unspecified)	11	2	110	3	5	0.8	0.7	2.2	-1	-2.0	10

(continued)
Structure	MOR-DOR inv ag	PKA-R1A act	Pemphigus Ab inh	Arrestin-AP2 inh	PfHsp90 set2	Ecoli viability	AddAB inh	phage Ecoli inh	Tat export inh	OPRM1-OPRD1 ag	SUMO Mot1 rescue
O=C(NCc1ccco1)C(c1ccc(F)cc1)N(C(=O)Cc1cccs1)c1cccnc1 (stereo unspecified)	18	4	110	2	8	-0.3	4.9	3.6	-4	-3.7	0
Cc1ccc(CN2CCN(/N=C/c3cccnc3)CC2)cc1	12	-3	98	37	-5	-1.8	2.4	6.0	-6	-2.6	-14
CCn1c(CSc2nc(C)cc(C)n2)nnc1SCC(N)=O	19	-11	95	4	-1	2.0	3.4	3.7	4	-3.8	154
CC(=O)CC(=O)NC(=NC1CCCCC1)Nc1nc(C)cc(C)n1	11	-12	97	26	-9	1.7	2.3	3.1	1	-1.8	-8
COc1cc2c(cc1OC)C(C)N(C(=O)/C=C/c1cc(OC)c(OC)c(OC)c1)CC2 (stereo unspecified)	16	-4	82*	-1	-16	-2.8	-1.8	1.8	-2	-3.4	-3
O=C(CNC(=O)c1cccc(F)c1)OCC(=O)N1CCCc2ccccc21	9	-4	98	-4	-9	-0.7	5.6	0.6	4	-1.7	-12
Cc1onc(-c2ccccc2)c1C(=O)OCC(=O)NC(=O)c1ccccc1	5	-10	99	6	-34	1.7	0.7	0.7	0	-0.7	-10
Cc1ccc(/C=N/NC(=O)C2(O)c3ccccc3-c3ccccc32)o1	-3	-13	/	4	16	3.1	0.6	-0.8	-2	0.5	-17
Cn1c(SCC(=O)NC2CCCC2)nc2c(c1=O)SCC2	18	0	103	20	-5	-0.5	0.5	-0.6	-1	-2.6	1
Cc1ccccc1/C=C1\Oc2ccccc2C1=O	-50	4	97	29	-35	-0.4	1.3	2.6	-4	11	11
Cc1cc(NC(=O)c2cc(-c3ccccn3)nc3c(Cl)cccc23)no1	-46	4	102	-7	-4	1.0	-0.3	1.2	12	14	308
O=C(c1ccc2c(=O)n3c(nc2c1)CCCCC3)N1CCN(c2ccc(Cl)cc2)CC1	1	3	94	1	4	0.9	-4.0	2.4	-2	-0.1	6
Cc1ccc(C)c2[nH]c(=O)c(CN(Cc3cccs3)C(=S)NCc3ccco3)cc12	15	-7	101	-1	0	-0.8	2.7	4.6	-3	-3.3	12
COCCNC(=O)C(OC(=O)c1ccco1)c1ccc(OC)cc1 (stereo unspecified)	4	1	107	-7	13	/	/	0.0	1	-0.8	/
Cc1c(N=C2N=C(NC(=O)NC(C)(C)C)c3ccccc32)c(=O)n(-c2ccccc2)n1C	10	-8	100	12	35	1.7	4.5	3.7	-5	-1.9	-4
O=C(N/N=C/c1ccc(Br)cc1)c1ccc(F)cc1	-4	-3	99	-4	7	2.8	1.3	1.8	-10	0.8	24
O=C(Nc1ccc(NC(=O)c2cccs2)cc1)c1ccc2c(c1)OCO2	0	4	96	2	-25	-1.2	3.9	0.1	3	0.1	12
COc1ccc(OC)c(N2C(=O)CCCC2=O)c1	-2	2	106	10	5	-1.6	2.8	2.4	4	0.4	-31
O=C(Nc1ccc(F)cc1)C1(S(=O)(=O)c2ccc(Cl)cc2)CC1	-4	-2	111	-3	4	-0.3	4.4	-0.8	9	0.8	-15
CCOC(=O)C1=C(COC(=O)Cc2ccccc2)NC(=O)NC1C (stereo unspecified)	14	7	101	9	7	-1.1	-0.1	2.7	-7	-2.7	1

Continuation.
Structure	MOR-DOR inv ag	PKA-R1A act	Pemphigus Ab inh	Arrestin-AP2 inh	PfHsp90 set2	Ecoli viability	AddAB inh	phage Ecoli inh	Tat export inh	OPRM1-OPRD1 ag	SUMO Mot1 rescue
COc1ccc(-n2c(SCC#N)nc3c(sc(=S)n3-c3ccccc3)c2=O)c(OC)c1	11	-7	104	11	22	-1.7	0.7	1.2	-2	-2.5	-2
O=C1OC(Sc2ccccc2)(c2ccccc2)c2ccccc21 (stereo unspecified)	-5	-1	93	6	/	/	/	4.6	1	0.9	/
CCc1ccc(-c2csc(NC(=O)C3CCCO3)c2C(=O)OC(C)C)cc1 (stereo unspecified)	-30	-9	101	-4	-20	-1.6	0.5	-1.4	-10	5.5	-9
CC1CC(C)CN(c2ncc3c(n2)CC(c2ccccc2)CC3=O)C1 (stereo unspecified)	0	-1	72*	17	-11	0.6	2.8	3.0	-6	0.0	/
Cc1cc(Cl)ccc1OC(C)C(=O)NN1C(=O)c2ccccc2C1=O (stereo unspecified)	-19	8	110	-3	10	1.3	3.5	0.8	-6	3.6	-7
Cc1noc(C)c1COc1ccc(C(=O)NCc2ccccn2)cc1	3	-7	93	9	18	-1.8	0.8	1.9	5	-0.5	3
O=C(Cc1cc(=O)oc2cc(O)ccc12)N[C@@H](Cc1c[nH]c2ccccc12)C(=O)O	19	2	103	3	18	-1.4	0.0	1.8	2	-4.2	16
CN(Cc1ccccc1)C(=O)c1cc2cc(F)ccc2[nH]1	-6	3	97	6	-20	2.0	0.9	1.8	1	1.2	4
Nc1c(-c2nn[nH]n2)cnn1-c1cc(Cl)cc(Cl)c1	14	1	103	-1	-9	-1.3	5.9	2.5	-10	-2.8	-1
CCCn1c(C(C)Nc2nc(-c3ccc(Cl)c([N+](=O)[O-])c3)cs2)nc2ccccc21 (stereo unspecified)	-21	-2	101	3	-23	1.2	1.6	1.6	3	3.6	-11
COc1ccc(S(=O)(=O)N(C)C)cc1NC(=O)c1ccc2c(c1)NC(=O)C(C)S2 (stereo unspecified)	5	-1	101	3	6	1.2	0.8	-0.8	1	-1.2	0
COc1ccc(C(CNC(=O)COc2ccc(Cl)c(C)c2)N2CCCCC2)cc1 (stereo unspecified)	-27	12	109	-3	-11	-3.1	2.2	-2.1	-2	5.3	/
CCOc1ccc(N(Cc2nnc3n2CCCCC3)C(=O)Nc2cccc(C)c2)cc1	9	-13	87	21	1	-1.4	-0.8	2.1	-5	-1.8	2
Cc1cc([N+](=O)[O-])ccc1NC(=O)CN1C2CCC1CC(NC(=O)NC13CC4CC(CC(C4)C1)C3)C2 (stereo unspecified)	4	-3	99	12	19	0.5	-1.4	-1.0	7	-0.8	-2
O=C(O)CC(C(=O)OCCOc1ccccc1)N1CCOCC1 (stereo unspecified)	7	6	/	-3	-19	-1.2	-3.4	1.6	-4	-1.4	8
COC(=O)c1ccc2ncccc2c1	13	-13	102	-1	27	-2.0	2.6	1.4	2	-2.1	-12
CCOc1ccccc1C(=O)NCc1ccc2c(c1)OCO2	8	-7	100	-6	0	-0.8	2.2	2.0	3	-1.4	879*
CCCCCCCCCn1ccc(=N)cc1	8	6	96	32	-18	8.4	12	10	1	-1.5	-14
NS(=O)(=O)c1ccc(Nc2nc(-c3cccc([N+](=O)[O-])c3)cs2)cc1	-1	-2	/	2	-34	0.7	-0.5	6.2	8	0.2	4
O=C(COC(=O)c1ccc(S(=O)(=O)N2CCCCCC2)cc1)NCc1ccc(Cl)cc1	1	8	/	13	8	1.8	0.9	1.3	-1	-0.2	7
